# A-T KAP1 phos: potential ataxia-telangiectasia treatment; […] A-T fibroblasts, KAP-1 phosphorylation AlphaLISA; neocarzinostatin DNA damage 30 min before lysis; Potency, µM (doses to about 57.5 µM), inactives show at the highest dose activation, most hits filed as activators; 0.19% of 320,000 active; AID 485349; note: potency is the fitted concentration of half-maximal effect; % of control where 0% means no effect; nearly all actives have a fitted effect of over 45% in size
#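 hTERT-immortalized A-T patient fibroblasts ([…]), 500 cells/well in OPTI-MEM, 1% FBS, got compounds for 60 min, then NCS for 30 min at 37C. Lysates were then assayed for phospho-KAP-1 by AlphaLISA (anti-pKAP1 donor, anti-KAP1 acceptor beads), 6 hr at 25C.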
# TRPV1 agonist: human TRPV1 agonism; 0.19% of 320,000 active; AID 540275; TRPV1-expressing cells, Fluo-8 calcium influx, agonist mode; activation, % at 8.33 µM; Q8NER1; in the data active = activation above about 80%; inconclusive = between about 30% and that limit; note: 0% is about no effect
#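 Cells expressing TRPV1 were dye-loaded with Fluo-8 and read kinetically: 10 s baseline, 3 min after compound (agonist portion), then 2 min after EC20 capsaicin (allosteric enhancer portion). Calcium-bound dye fluorescence at 480/520 nm.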
# TSHR antagonist: blocks TSH signaling through the human TSH receptor; activity change, negative = inhibition, % at 11.5 µM; 0.2% of 330,000 active; AID 504810; TSHR-expressing cells, TSH-stimulated cAMP HTRF, 2 h; stronger effect = lower value;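 active = activity change below a set negative limit, meaning inhibition stronger than a set level, cut at about -70% in these data; inconclusive = activity change between two set negative limits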; note: % is set by controls: 0 for no effect and ±100 for the full control effect
# Target sequence (P16473 whole entry, looked up): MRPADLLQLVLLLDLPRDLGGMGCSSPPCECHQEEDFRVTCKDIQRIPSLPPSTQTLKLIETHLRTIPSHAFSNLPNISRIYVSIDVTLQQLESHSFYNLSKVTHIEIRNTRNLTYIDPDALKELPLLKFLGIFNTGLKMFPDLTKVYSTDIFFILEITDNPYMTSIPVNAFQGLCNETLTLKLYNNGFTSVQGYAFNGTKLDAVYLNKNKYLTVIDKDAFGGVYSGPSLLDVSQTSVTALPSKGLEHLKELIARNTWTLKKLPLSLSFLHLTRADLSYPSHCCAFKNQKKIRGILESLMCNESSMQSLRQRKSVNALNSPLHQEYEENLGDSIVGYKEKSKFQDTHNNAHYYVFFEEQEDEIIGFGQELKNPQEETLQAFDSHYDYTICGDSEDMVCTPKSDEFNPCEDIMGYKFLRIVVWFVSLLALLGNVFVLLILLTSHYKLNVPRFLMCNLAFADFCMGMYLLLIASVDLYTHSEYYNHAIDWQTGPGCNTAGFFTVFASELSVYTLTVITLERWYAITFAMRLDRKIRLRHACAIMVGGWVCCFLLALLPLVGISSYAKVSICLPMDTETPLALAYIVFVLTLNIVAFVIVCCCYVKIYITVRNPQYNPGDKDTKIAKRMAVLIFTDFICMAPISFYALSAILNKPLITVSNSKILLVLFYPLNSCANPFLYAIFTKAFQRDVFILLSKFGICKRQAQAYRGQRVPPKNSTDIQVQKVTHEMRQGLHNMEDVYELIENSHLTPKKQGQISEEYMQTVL
#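 Read-out is FRET at 665 nm (cryptate excitation 337 nm) from a cryptate-tagged anti-cAMP antibody, competed by cell cAMP against cAMP-d2. Compounds are tested on freshly harvested TSHR cells challenged with 4nM TSH (EC80) for 2 hours at 37 deg C.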
# ELG1 repair inh: blocks ELG1-dependent DNA repair in HEK293T cells | HEK293T ELG1-luciferase reporter, luminescence, 16 h; DNA damage induced by 5-fluorouridine | Potency, µM (top dose mostly 46.1 µM), for the others: at the top dose activity change, negative = inhibition, most hits filed as inhibitors | 2.3% of 330,000 active | AID 504467; note: potency is the fitted concentration of half-maximal effect; % is set by controls: 0 for no effect and ±100 for the full control effect; nearly all actives have a fitted effect of over 55% in size
#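 5-Fluorouridine DNA damage + compound/DMSO, 2,000 cells/well, 16 h, 37 °C/5% CO2. ONE-Glo, 30 min RT, luminescence. Readout = decrease in reporter signal.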
# hERG WT inh: inhibitors of human wildtype KCNH2 potassium channel. activity change, % at 1.84 µM. 0.37% of 340,000 active. Q12809. U2OS, BacMam KCNH2, thallium flux FluxOr; stronger effect = lower value. AID 720551;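 active = maximum activity change below -70%; inconclusive = maximum activity change between -70% and -50%; inactive = maximum activity change above -50%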; note: % is set by controls: 0 for no effect and ±100 for the full control effect
#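 U2OS cells were transduced with wild-type KCNH2 virus (2.03 x 10^8 / mL) for 4 h at room temperature, then cultured overnight at 37 C. Thallium flux was read with FluxOr dye. Rate constants were normalized to DMSO controls.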
# TCR act: activators of T cell receptors; Potency, µM (top dose mostly 9.22 µM), for the others: at the highest dose activation of IL-2 secretion, hits mostly activators; AID 504894; primary human leukocytes, anti-CD3, IL-2 HTRF, 48 h; 330,000 tested, under 10 active; note: % of control where 0% means no effect
#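 1) Mix primary human leukocytes, a-CD3 beads and compound. 2) Incubate 48 hr. 3) Add HTRF IL-2 reagents (a-IL-2-K, a-IL-2-d2).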
# Eya2 inh: blocks the phosphatase activity of human Eya2. recombinant Eya2, OMFP fluorescence dephosphorylation (OMFP is methylfluorescein phosphate). Potency, µM (top dose mostly 76.9 µM), inactives show top-dose activity, negative = inhibition, hits mostly inhibitors. 0.006% of 330,000 active. AID 488837; note: potency is the fitted concentration of half-maximal effect; % is set by controls: 0 for no effect and ±100 for the full control effect
#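 Eya2 protein (added as 0.2 uM solution) was preincubated with compound for 10 min at ambient temperature in 50 mM HEPES pH 7.5, 50 mM NaCl, 5 uM MgCl2, 0.05% BSA, 1 mM DTT. OMFP (added at 50 uM) then reacted 10 min; fluorescence read at 485/525 nm.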
# USP2a inh: inhibitors of human ubiquitin-specific protease USP2a. AID 463254. USP2 core, Ub-CHOP2 coupled fluorogenic reporter, 485/531. Potency, µM (series often up to 38.3 µM), without a hit: at the top dose activity change, negative = inhibition, most hits filed as inhibitors. 0.01% of 330,000 active. O75604;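 note: potency is the fitted concentration of half-maximal effect; plate controls were DMSO wells for no effect and full inhibition by NEM control for full effect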
#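 Deubiquitinase activity read as fluorescence (485/531 nm) after Ub-CHOP2 cleavage activates the enterokinase reporter on its substrate; USP2 core 10nM, Ub-CHOP2 and substrate 25nM each, 30min compound preincubation then 60min RT; data normalized to NEM, curves fitted.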
# KCNH2 3.1 inh: KCNH2 3.1 (human) potassium channel inhibition. U2OS KCNH2 3.1, thallium flux FluxOr; stronger effect = lower value. activity change, % (tested at about 1.8 µM). 0.95% of 340,000 active. AID 720553;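 active = maximum activity change below -70%; inconclusive = maximum activity change from -70% to -50%; inactive = maximum activity change above -50%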;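 note: thallium influx rate constant from kinetic fluorescence after stimulation buffer; % is set by controls: 0 for no effect and ±100 for the full control effect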
#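 Steps: virus added to U2OS suspension (4 h, RT, dark); medium with 10% FBS added, cells plated, 37 C overnight; FluxOr/Red40 loading buffer 45 min RT; stimulation buffer, 2 min kinetic read; rate constant normalized.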
# Mito fusion act: mitochondrial division inhibition or fusion activation | S. cerevisiae fusion-defective mutant growth rescue, CellTiterGlo 48 h | 0.23% of 320,000 active | Potency, µM (highest dose often 46.1 µM), for the others: top-dose growth rescue (activation), actives largely listed as activators;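 note: potency is the fitted concentration of half-maximal effect; % of control where 0% means no effect; nearly all actives have a fitted effect of over 45% in size; temperature-sensitive fusion mutants such as fzo1-1 at 37 °C on non-fermentable ethanol glycerol medium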
#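 Read-out: ATP-based luminescence (CellTiterGlo, 10 min ambient) reporting growth of fusion-defective ts yeast after 48 hours at 37C on glycerol/ethanol YPEG medium in the presence of compound.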
# Numbers without * were called inactive; i = inactive; ? = inconclusive; · = not tested or not shown; [ ] = another dose, or the depositor's remark. Unless noted, calls come from the whole dose curve; as a rule, active = well fitted curve in the direction sought with a large enough effect; inconclusive = small, poorly fitted or top-dose-only effect, or another doubt; inactive = no such curve, though single readings can be large; an effect the other way counts as inactive or inconclusive.
SMILES,A-T KAP1 phos,TRPV1 agonist,TSHR antagonist,ELG1 repair inh,hERG WT inh,TCR act,Eya2 inh,USP2a inh,KCNH2 3.1 inh,Mito fusion act
O=C(NCCc1ccccc1F)C1CCC(=O)N(Cc2ccccc2F)C1 (configuration not stated),-7%,6,-5,8%,-3,-2%,6%,-2%,2,4%
CCc1ccc(C(=O)C(C)OC(=O)C2COc3ccccc3O2)cc1 (configuration not stated),6%,5,-1,11%,8,-11%[46.1 µM],-7%,4%,6,-1%
COC(=O)C1=C(O)/C(=C\c2ccc(CNC(=O)C(=O)Nc3ccc(C)c(C)c3)o2)N=C1C,·,-6,-2,0%,-3,2%,-1%,6%,-4,1%
Cc1cc(Br)ccc1NC(=O)CN(C)C(=O)c1ccc(-n2cncn2)c([N+](=O)[O-])c1,12%,0,22,-4%,24,1%,-1%,1%,-30,5%
Cn1c(NC(=O)CC2CCCCC2)cc(=O)n(C)c1=O,11%,?,-2,2%,7,-3%,5%,0%,-1,19%
CC(C)C1CC(C(F)(F)F)n2nc(C(=O)O)cc2N1 (configuration not stated),4%,1,-8,9%,0,-1%,-4%,0%,29,4%
Cc1nc(/C(N)=N/OC(=O)c2cccc(Cl)c2)c(C(F)(F)F)o1,7%,0,-9,-4%,18,-5%,4%,-1%,2,8%
COCCCNC(=S)N(CCCO)Cc1cc2cc3c(cc2[nH]c1=O)OCCO3,-4%,-6,21,-14%,-1,-2%,1%,2%,-7,-1%
CCc1c(C)nc2cc(-c3cccs3)[nH]n2c1=O,-2%,2,-2,?,3,3%,-4%,0%,5,-2%
CCN(C(=O)COC(=O)c1c(C)noc1C)C1CCS(=O)(=O)C1 (configuration not stated),?,0,-10,1%,5,0%,0%,2%,-8,3%
COc1cc(NC(C)CCCN)c2ncccc2c1 (configuration not stated),12%,1,·,1%,-3,-2%,4%,-15%,6,-5%
CN(C)C=NC(=O)c1cn(-c2ccc(F)cc2)c(=O)c2ccccc12,-7%,-2,-9,-17%,i,-6%,4%,0%,-3,2%
CC(NC(=O)[C@H](C)NC(=O)C1CC(=O)N(c2ccc3c(c2)OCO3)C1)c1ccccc1 (some centres not stated),0%,0,40,4%,0,2%,1%,-4%,-10,4%
CCc1cccc2c(C(=S)N3CCOCC3)c[nH]c12,-2%,5,-7,1%,i,-6%,-1%,1%,-21,3%
Cc1ccc(NS(=O)(=O)c2ccc3c(c2)oc(=O)n3C)cc1F,-6%,3,1,-6%,2,-4%,-10%,2%,49,7%
O=C(Nc1ccc(N2CCOCC2)cc1)Nc1ccc2nc(-c3ccco3)c(-c3ccco3)nc2c1,-4%,4,38,6.5µM*,-20,-3%[46.1 µM],0%,-26%,6,7%
CCN(CC)C(CNC(=O)c1cc(=O)[nH]c2ccccc12)c1ccccc1Cl (configuration not stated),-3%,0,0,0%,-7,-3%,-1%,1%,-20,0%
COCCNC(=S)N1CCC(Cc2ccccc2)CC1,-2%,?,-6,-12%,-9,0%,-11%,2%,-2,-7%
COCc1cc(N2CCCC2)nc(-c2ccccc2)n1,2%,?,-4,-1%,2,-4%,-8%,2%,4,-6%
Cc1ccc(NC(=O)COC(=O)Cc2c[nH]c3ccccc23)cc1F,12%,?,-10,12%,2,1%,17%,-4%,10,23%
CCc1ccc(/C=N\NC(=O)c2ccc(Br)o2)s1,1%,?,4,?,-3,2%[46.1 µM],-8%,3%,4,9%
O=C(CC12CC3CC(CC(C3)C1)C2)NCc1ccccc1,3%,?,-7,-5%,-1,-1%,5%,-1%,-23,-42%[inhibitor]
CCN(C[C@H]1N[C@@](Cc2ccccc2)(C(=O)OC)[C@H]2C(=O)N(Cc3ccccc3)C(=O)[C@@H]12)C(=O)Nc1ccc(F)cc1,4%,·,-21,-9%,-7,4%,4%,5%,-23,·
O=C(CSc1ccc2nc(-c3ccccc3)cn2n1)NCC1CCCO1 (configuration not stated),4%,-4,2,?,-19,-1%,3%,2%,11,-1%
Cc1ccccc1Nc1nnc(SCC(=O)N(C)C2CCS(=O)(=O)C2)s1 (configuration not stated),0%,-2,1,-13%,6,7%[46.1 µM],0%,4%,-4,-7%
CCCCC(c1nnnn1C1CCCC1)N1CCN(C2CCCC2)CC1 (configuration not stated),27%,7,5,-4%,-8,-3%,-8%,0%,-26,-1%
Cc1cc(C)cc(NC(=O)CN2C(=O)c3ccccc3C2=O)c1,9%,1,3,-3%,3,8%,-8%,0%,12,-2%
COC(=O)c1ccc(C)c(NC(=O)c2ccc(Cl)c([N+](=O)[O-])c2)c1,1%,?,-10,?,-4,-3%[46.1 µM],2%,2%,4,1%
N=c1nc(N)nc2n1NC(c1ccc(F)cc1)=CS2,-9%,?,5,?,-4,13%,-4%,4%,-10,-31%[inhibitor]
C=CCSC1=C(C#N)C(c2ccccc2Cl)CC(=O)N1 (configuration not stated),3%,0,-14,-1%,-1,·,-3%,-1%,5,-1%
CCOC(=O)Cc1nnc(NC(=O)COc2ccc(OC)cc2)s1,5%,-4,-3,6%,-1,-4%,-10%,-2%,4,-1%
CCOCCCNc1ccc(-c2ccccc2)nn1,5%,-2,-9,?,2,·,3%,0%,15,-1%
O=C(/C=C/N1CCOCC1)c1ccc(-c2ccccc2)cc1,10%,11,-10,?,-10,7%,9%,0%,4,-1%
O=C(O)/C(=C\c1cccc(C(F)(F)F)c1)c1ccc(S(=O)(=O)N2CCCC2)s1,-4%,-5,-12,18%,-1,0%,-5%,0%,-3,-1%
CCOc1ccc(NC(=O)N(CC(C)C)CC(C)C)cc1,-1%,3,8,0%,1,5%,-15%,-1%,3,0%
COc1ccc(CNC(=O)CN2C(=O)NC(C)(c3cccc4ccccc34)C2=O)cc1OC (configuration not stated),-5%,1,13,-29%,-11,4%,3%,1%,27,1%
Cc1cccc(N2CCN(C(=O)c3noc4c3COc3ccc(C)cc3-4)CC2C)c1 (configuration not stated),11%,-2,1,10%,-2,9%,-3%,-1%,6,2%
CCOc1ccc(N(CC(=O)NCc2ccc(OC)cc2)S(=O)(=O)c2c(C)noc2C)cc1,1%,1,22,8%,3,1%,1%,1%,-16,0%
O=C(Cn1nc(C(=O)O)c2ccccc2c1=O)Nc1ccc(F)cc1,-4%,-1,-15,8%,0,-174%,-19%,0%,-9,10%
CCCNc1nc2c(c(=O)[nH]c(=O)n2C)n1CCC(C)C,?,·,-7,7%,4,-5%,13%,-1%,1,0%
COc1ccccc1CNC(=O)CNCCc1ccc(OC)c(OC)c1,1%,-1,8,0%,4,2%,-20%,0%,2,-2%
Cc1ccc(-c2nnc(SCC(=O)N3c4ccccc4NC(=O)C3(C)C)n2N)cc1,3%,·,-4,-2%,-21,4%,1%,-6%,1,1%
Cc1ccc(C(=O)NCCCC(=O)O)o1,-3%,-3,1,20%,-4,·,3%,2%,2,-8%
CN(C)C(=O)COC(=O)c1ccccc1NC(=O)c1ccco1,7%,-1,15,11%,3,6%,5%,1%,-6,-1%
O=C(CSc1ncnc2c1oc1ccccc12)NC1CCCC1,0%,16,46,1%,-4,-2%,9%,0%,-3,6%
Cc1ccc(N2C(=O)N(CC(=O)Nc3ccccc3C)C(=O)C2C)cc1 (configuration not stated),1%,0,6,?,-6,5%,-4%,1%,2,2%
COc1ccc(Nc2nc3ccccc3n3cnnc23)cc1Cl,7%,-1,-9,11%,2,-4%,-2%,0%,-3,28%
Cc1ccc(NC(=O)/C(=C/c2ccncc2)NC(=O)c2ccccc2)cc1,-6%,3,32,-1%,3,-2%[46.1 µM],7%,-1%,-1,-3%
COc1ccc(C(=O)O)cc1S(=O)(=O)NCCCN1CCCC1=O,3%,1,-4,-5%,4,-4%,-5%[15.4 µM],-1%,2,1%
COc1ccc(CCNC(=O)c2ccc3nc(N4CCCCC4)sc3c2)cc1OC,4%,8,-5,?,-16,0%,-1%,0%,10,-15%
CCOC(=O)C1=CNS(=O)(=O)NC1c1ccc(Br)cc1F (configuration not stated),4%[11.5 µM],·,13,14%,-13,2%[46.1 µM],2%,2%,1,·

# Compound profiles, from the list above. Values in the order: A-T KAP1 phos	TRPV1 agonist	TSHR antagonist	ELG1 repair inh	hERG WT inh	TCR act	Eya2 inh	USP2a inh	KCNH2 3.1 inh	Mito fusion act
# COc1ccc(Nc2nc3ccccc3n3cnnc23)cc1Cl across the screens: 7%	-1	-9	11%	2	-4%	-2%	0%	-3	28%
# Cc1ccc(NC(=O)/C(=C/c2ccncc2)NC(=O)c2ccccc2)cc1 across the screens: -6%	3	32	-1%	3	-2%[46.1 µM]	7%	-1%	-1	-3%
# COc1ccc(CCNC(=O)c2ccc3nc(N4CCCCC4)sc3c2)cc1OC across the screens: 4%	8	-5	?	-16	0%	-1%	0%	10	-15%

# High-throughput results: PubChem BioAssay, National Center for Advancing Translational Sciences (NCATS)

# Some of the compounds tested; count on the stated rates, not on these rows.
